Assay outcomes (PubChem)
RGS7-Gao reg: RGS7-Galphao binding modulators, primary screen, biochemical, multiplexed bead flow cytometry; actives 0.35% (n = 220,000); binding response (% of control), % at 10 µM; actives lie on both sides; Guanine nucleotide-binding protein G(o) subunit alpha (Homo sapiens), P09471; in the data active means binding response below about 49% or above about 150%; inconclusive means no clear call, values can overlap the other calls; inactive means in between;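 further: fluorescent Galphao held in activated GDP-AlF4 state binding bead-coupled RGS7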
Target sequence (P09471 whole entry, looked up): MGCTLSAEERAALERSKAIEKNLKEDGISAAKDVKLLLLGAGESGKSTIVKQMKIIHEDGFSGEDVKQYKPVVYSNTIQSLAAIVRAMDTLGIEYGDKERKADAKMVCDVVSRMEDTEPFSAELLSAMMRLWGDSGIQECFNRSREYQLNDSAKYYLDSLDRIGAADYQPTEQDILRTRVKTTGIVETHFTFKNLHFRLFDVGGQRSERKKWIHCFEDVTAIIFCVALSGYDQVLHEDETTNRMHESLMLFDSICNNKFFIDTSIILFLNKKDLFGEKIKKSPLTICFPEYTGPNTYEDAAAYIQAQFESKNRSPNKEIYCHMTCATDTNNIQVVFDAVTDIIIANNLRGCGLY
Bcl-W Bim block: inhibitors of Bim binding to Bcl-W, primary screen, biochemical, multiplexed, bead-based flow cytometry | Bcl-2-like protein 2 (Homo sapiens), Q92843 | Bim peptide-Bcl-W binding | inhibition, % at 10 µM | actives 0.02% (n = 190,000) | AID 952, 2007;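 further: 0% = bound tracer without compound and 100% = peptide blocker; higher means less fluorescent Bim peptide bound to Bcl-W beads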
Target sequence (Q92843 whole entry, looked up): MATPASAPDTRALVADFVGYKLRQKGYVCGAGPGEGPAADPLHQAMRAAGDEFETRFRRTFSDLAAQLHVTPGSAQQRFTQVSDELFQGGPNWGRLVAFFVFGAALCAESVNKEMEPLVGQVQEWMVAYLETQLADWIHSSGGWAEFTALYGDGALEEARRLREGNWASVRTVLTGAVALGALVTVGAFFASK
Bcl-2 Bim block: inhibitors of Bim-Bcl-2 binding, primary screen, biochemical, multiplexed, human Bcl-2 family. actives 0.06% (n = 190,000). AID 950, 2007. Apoptosis regulator Bcl-2 (Homo sapiens), P10415. inhibition, % at 10 µM. Bead-based flow cytometry, Bim peptide-Bcl-2 binding; in the data active means inhibition above about 40%; inconclusive means no clear call, values can overlap the other calls;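 further: 0% = no compound wells with probe peptide and 100% = reference peptide inhibitor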
ABCB1 block: ABCB1 efflux pump inhibitors, primary screen, cell-based, multiplex, flow cytometry, ABCG2 counter-screen. actives 0.067% (n = 190,000). CCRF-Adr cells, JC-1 efflux. inhibition, % at 6.6 µM; in the data active means inhibition above about 40%;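 further: 0% = vehicle and 100% = reference inhibitor; higher value means more JC-1 retained so stronger ABCB1 efflux block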
RGS4-Gao reg: modulators of RGS4 binding to Galphao, primary screen, biochemical, multiplexed bead flow cytometry | actives 0.33% (n = 220,000) | binding response (% of control), % at 10 µM | Guanine nucleotide-binding protein G(o) subunit alpha (Homo sapiens), P09471 | actives lie on both sides; in the data active means binding response below about 49% or above about 150%; inactive means in between;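 further: fluorescent Galphao activated with aluminum fluoride binding bead-coupled RGS4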
Mcl-1 Bim block: inhibitors of Bim peptide binding to Mcl-1, primary screen, biochemical, bead-based flow cytometry, multiplex | Bim peptide-Mcl-1 binding | inhibition, % at 10 µM | actives 0.1% (n = 190,000);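 further: 0% = no compound tracer wells and 100% = peptide blocker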
Bcl-B Bim block: inhibitors of Bim-Bcl-B binding, primary screen, biochemical, multiplexed, human Bcl-2 family | Bcl-2-like protein 10 (Homo sapiens), Q9HD36 | bead-based flow cytometry, Bim peptide-Bcl-B binding | inhibition, % at 10 µM | actives 0.073% (n = 190,000) | AID 951, 2007;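 further: 0% = tracer peptide without compound and 100% = reference inhibitor peptide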
Target sequence (Q9HD36 whole entry, looked up): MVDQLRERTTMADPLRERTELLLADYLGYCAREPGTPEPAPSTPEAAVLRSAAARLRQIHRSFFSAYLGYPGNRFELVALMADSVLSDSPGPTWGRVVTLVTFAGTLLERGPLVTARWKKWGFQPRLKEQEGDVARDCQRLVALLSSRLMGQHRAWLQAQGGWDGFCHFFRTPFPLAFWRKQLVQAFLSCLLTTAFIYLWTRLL
Bcl-XL Bim block: inhibitors of Bim-Bcl-XL binding, primary screen, biochemical, multiplexed, bead flow cytometry, human Bcl-XL. actives 0.04% (n = 190,000). inhibition, % at 10 µM. Bim peptide-Bcl-XL binding, fluorescence. Bcl-2-like protein 1 (Homo sapiens), Q07817
Target sequence (Q07817 whole entry, looked up): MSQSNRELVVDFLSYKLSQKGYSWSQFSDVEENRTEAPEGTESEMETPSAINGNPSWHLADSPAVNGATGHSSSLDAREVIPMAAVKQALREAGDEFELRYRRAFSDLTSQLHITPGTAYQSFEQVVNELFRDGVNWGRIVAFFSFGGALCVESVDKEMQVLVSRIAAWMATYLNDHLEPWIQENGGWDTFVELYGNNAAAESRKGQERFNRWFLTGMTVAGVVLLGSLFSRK
RGS8-Gao: RGS8-Galphao binding modulators, primary screen, biochemical, multiplexed bead flow cytometry | actives 0.34% (n = 220,000) | response (percent of control binding), % at 10 µM | actives lie on both sides | Guanine nucleotide-binding protein G(o) subunit alpha (Homo sapiens), P09471; in the data active means response below about 60% or above about 140%; inactive means in between;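 further: Galphao activated as the GDP aluminium fluoride complex binding bead-coupled RGS8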
Bfl-1 Bim block: inhibitors of Bim binding to Bfl-1, primary screen, biochemical, multiplexed, bead-based flow cytometry; inhibition, % at 10 µM; Bcl-2-related protein A1 (Homo sapiens), Q16548; actives 0.12% (n = 190,000); Bim-Bfl-1 binding inhibition;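 further: 0% = wells without compound plus tracer and 100% = blocker peptide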
ABCG2 block: ABCG2 efflux pump inhibitors, primary screen, multiplex with ABCB1, IgMXP3 cells, flow cytometry | Broad substrate specificity ATP-binding cassette transporter ABCG2 (Homo sapiens), Q9UNQ0 | JC-1 efflux | inhibition, % at 6.6 µM | actives 0.1% (n = 190,000) | AID 1325, 2008;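 active means inhibition above 80%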;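 further: 0% = DMSO and 100% = nicardipine control wells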
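Test system: IgMXP3 (ABCG2) plus far-red-tagged CCRF-Adr (ABCB1) cells / Amount: 3 million cells/mL in well / Reagent: JC-1 transporter substrate / Timing: 10 min compound exposure, 25 °C / Signal: flow cytometry, 530 nm JC-1 signal / Read-out: percent efflux inhibition, scaled nicardipine 100% to DMSO 0% / Benchmarks: nicardipine as high control, DMSO as low control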
* hit, by the source's call; ? = inconclusive. Unless noted, no stated cut-off is given here; in the data, active means inhibition above about 40%.

SMILES | RGS7-Gao reg | Bcl-W Bim block | Bcl-2 Bim block | ABCB1 block | RGS4-Gao reg | Mcl-1 Bim block | Bcl-B Bim block | Bcl-XL Bim block | RGS8-Gao | Bfl-1 Bim block | ABCG2 block
COCCNC(=O)[C@H](C)[C@H]1C[C@]1(C)[C@H](NC(=O)OCc1ccccc1)c1ccccc1 | 94 | 2 | -2 | 2.9 | 97 | 0 | 0 | 1 | 96 | 4 | 24
CN(CC(=O)Nc1ccc(F)cc1[N+](=O)[O-])Cc1ccccc1 | 91 | -2 | -2 | 0.7 | 93 | 1 | -3 | 1 | 97 | -5 | 12
CC(NCc1ccc2c(c1)OCO2)C(=O)NC1CCCCC1 (stereo not drawn) | 97 | 2 | -2 | 0.2 | 87 | 1 | 0 | 1 | 92 | 2 | 2
CC(C)NC(=O)C1CCCN(S(=O)(=O)c2cccs2)C1 (stereo not drawn) | 106 | -2 | -8 | -0.2 | 107 | -3 | -11 | -2 | 108 | -6 | -1
CS(=O)(=O)NCCSCc1c(F)cccc1Cl | 106 | 3 | -6 | 0.6 | 103 | -1 | -9 | -3 | 104 | -11 | 3
Cc1ccnc(N2CCN(C(=O)CSc3nc4ccccc4nc3N3CCCCC3)CC2)c1 | 90 | 0 | -8 | 3.0 | 94 | 1 | -8 | -4 | 99 | -10 | 5
O=C(CCSc1ccc(Cl)cc1)NN=C1CCCCCC1 | 102 | -4 | -4 | -0.4 | 103 | -3 | -7 | -4 | 104 | -6 | 11
COc1cc(/C=N/NC(=O)c2cccnc2)ccc1OCC(=O)Nc1ccccc1Cl | 96 | -2 | -3 | 0.2 | 96 | 0 | -4 | -2 | 96 | -6 | 1
O=C(CCc1ccccc1)NNC(=O)C12CC3CC(CC(C3)C1)C2 | 100 | 0 | -1 | 1.2 | 102 | -2 | 2 | -4 | 101 | -1 | 4
CCOc1ccc(C2N(c3ccc(F)cc3)C(=O)C3CCCN32)cc1 (stereo not drawn) | 102 | 1 | -4 | 0.0 | 102 | 0 | -8 | -1 | 102 | -8 | -1
O=C(CSc1nc(-c2ccc(F)cc2)cs1)N1CCOCC1 | 98 | 0 | 0 | 0.4 | 99 | 0 | -2 | 1 | 99 | 0 | 2
O=C(COC(=O)c1cnc(Cl)c(Cl)c1)NCc1ccco1 | ? | -1 | -4 | 0.2 | 93 | -4 | -2 | -1 | 95 | -6 | 1
C=CCn1c(C)cc(C(=O)CSc2nnc(NCc3ccccc3)s2)c1C | 99 | -3 | -4 | 0.0 | 97 | -3 | -5 | -5 | 93 | -1 | 0
CNC(=O)C1CC(=O)N(Cc2ccc3c(c2)OCO3)C(=Nc2ccc(F)cc2)S1 (stereo not drawn) | 95 | 0 | -9 | 0.3 | 100 | -4 | -8 | -2 | 102 | -11 | 1
CCNc1nc(OC)nc(Oc2ccc(=O)n(-c3ccccc3)n2)n1 | 93 | -1 | -7 | 0.0 | 94 | 2 | -5 | -4 | 98 | -10 | -1

Whole records, looked up by structure. Order of screens: RGS7-Gao reg	Bcl-W Bim block	Bcl-2 Bim block	ABCB1 block	RGS4-Gao reg	Mcl-1 Bim block	Bcl-B Bim block	Bcl-XL Bim block	RGS8-Gao	Bfl-1 Bim block	ABCG2 block
`O=C(CCSc1ccc(Cl)cc1)NN=C1CCCCCC1` in the list: 102	-4	-4	-0.4	103	-3	-7	-4	104	-6	11
`CCNc1nc(OC)nc(Oc2ccc(=O)n(-c3ccccc3)n2)n1` in the list: 93	-1	-7	0.0	94	2	-5	-4	98	-10	-1
`COc1cc(/C=N/NC(=O)c2cccnc2)ccc1OCC(=O)Nc1ccccc1Cl` in the list: 96	-2	-3	0.2	96	0	-4	-2	96	-6	1
`CNC(=O)C1CC(=O)N(Cc2ccc3c(c2)OCO3)C(=Nc2ccc(F)cc2)S1` (stereo not drawn) in the list: 95	0	-9	0.3	100	-4	-8	-2	102	-11	1

Going on with the list.
SMILES | RGS7-Gao reg | Bcl-W Bim block | Bcl-2 Bim block | ABCB1 block | RGS4-Gao reg | Mcl-1 Bim block | Bcl-B Bim block | Bcl-XL Bim block | RGS8-Gao | Bfl-1 Bim block | ABCG2 block
CS(=O)(=O)N(CC(=O)Nc1ccc(C(N)=O)cc1)C1CCCCC1 | 97 | 0 | -10 | 0.9 | 101 | -1 | -7 | -7 | 102 | -14 | 7
CNC(=S)Nc1ccc2[nH]c(=O)[nH]c2c1 | ? | 0 | 2 | 0.9 | 98 | 0 | -4 | -1 | 102 | 0 | 7
COc1ccccc1OCc1nnc(SCC(=O)NCc2ccco2)n1-c1ccccc1 | 101 | 0 | 2 | 0.7 | 100 | 4 | 0 | 1 | 94 | 2 | 2
O=[N+]([O-])c1ccc(/C=N/Nc2nc(NCc3ccccc3)nc(N3CCOCC3)n2)cc1 | 99 | 0 | -3 | 0.9 | 102 | -2 | -12 | -3 | 105 | -5 | 3
CCCCn1c(SCC2CCCCO2)nc2cc(S(N)(=O)=O)ccc21 (stereo not drawn) | 99 | -3 | -5 | 1.0 | 101 | -5 | -4 | -5 | 102 | -4 | 5
C/C(=N/N1CCN(c2ccccn2)CC1)c1cccc([N+](=O)[O-])c1 | 102 | 2 | 6 | 1.4 | 99 | 2 | 1 | 0 | 100 | 0 | 18
O=S(=O)(NC1=NCCCCCC1)c1cccs1 | 98 | 5 | -4 | 0.3 | 100 | 0 | -5 | -2 | 99 | -12 | 1
Cc1nc2ccccc2cc1OCc1ccccc1 | 94 | 0 | -3 | 0.9 | 95 | 0 | 0 | -1 | 99 | -2 | 12
CCCCC(=O)NC(=S)NNC(=O)CC#N | 98 | -3 | -2 | 0.1 | 99 | -2 | -3 | -2 | 101 | -3 | 0
CCOC(=O)c1c(C)[nH]c(=S)c(C#N)c1-c1ccc(OC)cc1 | 102 | -1 | -2 | -0.8 | 99 | 0 | -10 | 1 | 96 | 4 | -1
CN(C)C(=O)c1snnc1-c1ccccc1 | 101 | 2 | -15 | 0.1 | 102 | 0 | -7 | -4 | 100 | -14 | 0
Cc1cc(Nc2ccc(F)c(Cl)c2)n2ncnc2n1 | 96 | 2 | 0 | -0.2 | 100 | -3 | 1 | -3 | 96 | -3 | 1
Cc1nc(S(=O)(=O)c2ccc(Cl)cc2)nc2c1CCC2 | 101 | 1 | 1 | 0.4 | 102 | -2 | 2 | 0 | 102 | 1 | 1
CCN(CC)CCCNC(=O)Cn1cnc2ccc(S(=O)(=O)N3CCC(C)CC3)cc2c1=O | 100 | -1 | 0 | 0.2 | 104 | -1 | 1 | -3 | 107 | 0 | 0
COc1cc(NC(=O)c2ccc3c(c2)OCCO3)ccc1NC(=O)c1ccco1 | 93 | -6 | -5 | 0.9 | 99 | 1 | -6 | 0 | 98 | -3 | 6
CCc1nnc(SCC(=O)Nc2ccc(C(C)=O)cc2)nc1CC | 102 | -6 | 0 | 0.3 | 98 | -4 | -11 | -5 | 97 | 0 | 5
OCCC1CN(Cc2cccn2-c2ncccn2)CCN1Cc1ccccc1 (stereo not drawn) | 93 | -6 | -4 | 1.2 | 95 | -3 | -4 | -3 | 97 | -5 | 0
Nc1nnc(-c2ccccc2)c(-c2ccccc2)n1 | 99 | 3 | -1 | 0.1 | 105 | 0 | 4 | 1 | 105 | 0 | 2
O=C(CN1CCCN(S(=O)(=O)c2ccc(Br)cc2)CC1)Nc1ccc2c(c1)OCO2 | 102 | -4 | -7 | 0.7 | 100 | -1 | -11 | -3 | 98 | -9 | 3
CCO[C@@H]1OC(C(=O)N2CCN(Cc3ccc4c(c3)OCO4)CC2)=C[C@H](c2ccc(Br)cc2)[C@H]1CCCO | 68 | -4 | -5 | 4.1 | 80 | -2 | -9 | -5 | 97 | -5 | 3
CCCNC(=O)NC1C(NC(=O)NCCC)N(C)C(=O)N1C (stereo not drawn) | 98 | -3 | -14 | 0.1 | 99 | -2 | -10 | -6 | 102 | -20 | -2
CCn1c(=N)n(CC(O)c2ccccc2)c2ccccc21 (stereo not drawn) | 101 | 0 | 1 | -0.1 | 100 | 0 | 0 | 1 | 101 | -3 | -1
O=C(CCC1CCCN(C(=O)c2cc(C3CC3)[nH]n2)C1)N1CCN(c2ccccn2)CC1 (stereo not drawn) | 104 | -2 | 2 | -0.6 | 102 | 0 | -3 | -1 | 106 | -4 | -1
CC(=O)Nc1sc(C)c(C)c1CN1CCN(S(=O)(=O)c2ccccc2)CC1 | 92 | -2 | -6 | 0.6 | 96 | 0 | -8 | -2 | 98 | -10 | 2
O=C(NCCN1CCCC1)c1ccc2c(c1)N(Cc1ccc(F)cc1)C(=O)c1ccccc1S2=O (stereo not drawn) | 106 | 0 | -6 | -2.0 | 97 | -2 | -6 | -1 | 102 | -10 | -2
NS(=O)(=O)c1ccc(NC(=S)NC(=O)C2CCCCC2)cc1 | 103 | 0 | 0 | -0.3 | 100 | 0 | -2 | 0 | 103 | -1 | 2
Cc1cc2c(=O)n(Cc3ccco3)c(SCC(=O)c3ccc(Cl)s3)nc2s1 | 98 | 2 | -7 | 2.0 | 99 | 4 | -5 | -10 | 98 | -7 | 6
OC(COCC1COc2ccccc2O1)CN1CCN(c2ccccc2F)CC1 (stereo not drawn) | 109 | -3 | -2 | 0.9 | 104 | 0 | -2 | -3 | 111 | 3 | 2
COc1ccccc1N1CCN(C(=O)Oc2ccccc2)CC1 | 97 | -3 | 1 | -0.2 | 98 | -5 | -5 | -5 | 93 | -1 | -1
CCCN(CC1CC1)C(=O)Nc1ccccc1C | 98 | -3 | -7 | 0.7 | 101 | -3 | 0 | -3 | 102 | -4 | 4
COc1cccc(C(=O)N2CCN(S(=O)(=O)Cc3ccccc3)CC2)c1OC | 102 | -1 | 4 | -0.2 | 102 | 0 | 0 | -4 | 101 | 1 | 0
CCCC(=O)n1nc(-c2ccco2)nc1N | 102 | 1 | -2 | 1.9 | 100 | -2 | -4 | 0 | 101 | -3 | 6
CCOC(=O)c1nn(-c2ccc(OCC)cc2)c2nc(-c3ccco3)c(C#N)c(=O)n12 | 103 | 5 | 0 | 1.0 | 99 | 0 | 3 | -2 | 106 | 3 | 3
COC(=O)c1cccc(CSc2nnc(-c3ccco3)n2-c2ccccc2)c1 | 115 | 0 | -1 | 1.2 | 116 | 0 | 0 | -1 | 112 | 0 | 3
Cc1noc(/C=C/Nc2ccc(F)cc2F)c1[N+](=O)[O-] | 103 | -1 | -1 | 0.5 | 104 | 0 | -5 | -1 | 102 | -4 | 7
CC(=O)c1ccc(NC(=O)CSc2ccc3nnc(-c4cccnc4)n3n2)cc1 | 103 | 1 | -2 | -0.2 | 101 | 0 | -9 | 0 | 103 | -7 | -1
Cc1cc(C(=O)Cn2nc(C(=O)O)c3ccccc3c2=O)c(C)n1C1CC1 | 101 | 0 | 3 | -0.2 | 100 | 2 | 0 | 0 | 106 | -2 | 0
